D3 ag – agonists of human D3 dopamine receptor; actives 0.58% (n = 410,000); D3R DiscoveRx beta-arrestin cells, luminescence, 90 min; max activation, %; P35462; in the data active means max activation above about 30%; further: 0% is about no effect; mostly tested at two doses, the higher about 12 µM
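Cells at 1500/well, incubated overnight, then treated with pinned compounds (dopamine as control) for 90 min at 37 degrees C. DiscoveRx reagent added for 30 - 60 minutes at room temperature; luminescence read.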
PI5P4Ka inh – blocks human PI5P4K alpha kinase activity | P48426 | PI5P4Kalpha enzyme, ADP-Glo luminescence, 60 min; stronger effect = lower value | max response, % | actives 1.2% (n = 330,000) | AID 652105; active means max response of -50% or lower; inconclusive means between -30% and -50%; inactive means -30% or higher; further: value at the top dose of about 77 µM; on the % scale 0 is the no-effect control and ±100 the full control effect
Target sequence (P48426 whole entry, looked up): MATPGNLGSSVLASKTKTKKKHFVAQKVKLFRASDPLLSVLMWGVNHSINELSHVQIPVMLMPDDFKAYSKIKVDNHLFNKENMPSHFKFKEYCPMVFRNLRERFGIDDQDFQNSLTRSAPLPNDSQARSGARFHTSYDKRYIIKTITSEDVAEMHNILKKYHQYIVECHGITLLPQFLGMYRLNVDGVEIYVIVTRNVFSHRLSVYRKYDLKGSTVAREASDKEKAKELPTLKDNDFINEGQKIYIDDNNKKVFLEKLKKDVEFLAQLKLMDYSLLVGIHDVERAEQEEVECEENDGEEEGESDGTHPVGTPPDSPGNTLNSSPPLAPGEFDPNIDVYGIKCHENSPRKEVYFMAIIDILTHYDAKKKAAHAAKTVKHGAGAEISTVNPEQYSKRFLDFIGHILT
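Luminescence from ADP-Glo served as readout of PI5P4Kalpha activity in a qHTS format. Reaction: enzyme, substrate, compound, ATP at 5 microM final, 60 min at RT.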
GLP1R ag – activates the human GLP-1 receptor; P43220; HEK293 GLP-1R CRE-luciferase, luminescence, 4-6 h; cells express a hypersensitive GLP-1R form; Potency, µM (series often up to 45.6 µM), inactives show top-dose activation, actives largely listed as activators; actives 0.007% (n = 380,000); further: potency means the concentration at half of the fitted maximal effect; % of control where 0% means no effect
PLK1 PBD block – PLK1 (human) polo-box domain binding inhibition. Plk1 PBD binding of FITC phosphopeptide, fluorescence polarization. actives 2.8% (n = 360,000). Potency, µM, without a hit: max response, negative = inhibition, actives largely listed as inhibitors; further: potency means the concentration at half of the fitted maximal effect; series mostly up to about 57 µM; on the % scale 0 is the no-effect control and ±100 the full control effect; nearly all actives have a fitted effect of over 65% in size
Target sequence (P53350 whole entry, looked up, the tested form may be a part): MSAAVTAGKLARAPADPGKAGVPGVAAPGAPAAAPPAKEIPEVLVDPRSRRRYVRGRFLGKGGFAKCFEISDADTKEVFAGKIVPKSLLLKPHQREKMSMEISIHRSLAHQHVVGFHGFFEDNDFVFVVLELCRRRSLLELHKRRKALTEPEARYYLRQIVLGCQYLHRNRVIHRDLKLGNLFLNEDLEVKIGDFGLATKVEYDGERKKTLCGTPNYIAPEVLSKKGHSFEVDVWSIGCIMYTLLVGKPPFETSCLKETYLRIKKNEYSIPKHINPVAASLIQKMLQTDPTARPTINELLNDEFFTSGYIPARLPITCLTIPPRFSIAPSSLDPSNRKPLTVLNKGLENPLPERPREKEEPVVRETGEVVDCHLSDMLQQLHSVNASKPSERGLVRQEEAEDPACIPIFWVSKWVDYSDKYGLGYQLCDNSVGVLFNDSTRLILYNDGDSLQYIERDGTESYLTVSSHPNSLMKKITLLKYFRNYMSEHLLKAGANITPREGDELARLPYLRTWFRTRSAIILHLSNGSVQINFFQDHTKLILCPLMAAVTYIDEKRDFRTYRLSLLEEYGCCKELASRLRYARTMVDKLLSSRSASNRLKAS
IL-2 act – activators of IL-2; IL-2 activation reporter assay, cell-based qHTS; stimulated with anti-CD3/CD4/CD28 beads; in transgenic mouse T cells; actives 0.065% (n = 360,000); AID 652025; activation, % (series mostly up to about 46 µM); in the data active means activation above about 50%; inconclusive means mostly about 30% to 49%; further: 0% is about no effect
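Using fluorescent plate cytometry, EGFP and DsRed are detected in transgenic mouse T cells stimulated 18 h at 37 degrees C with antibody-coated beads after 60 min compound pretreatment.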
DRD3 antagonist – blocks the human D3 dopamine receptor. P35462. D3R cells, DiscoveRx beta-arrestin luminescence, antagonist mode; stronger effect = lower value. max response, negative = inhibition, %. actives 2.5% (n = 360,000). AID 652054; in the data active means max response below about -50%; inconclusive means no clear call, values can overlap the other calls; further: on the % scale 0 is the no-effect control and ±100 the full control effect; mostly tested at two doses, the higher about 12 µM
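Cells plated overnight at 1500 cells/well, then exposed to library compounds with dopamine controls for 90 minutes at 37 degrees C. DiscoveRx reagent added for 30–60 minutes at room temperature; luminescence read, quantitative HTS format.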
GLP1R cytotox – cytotoxicity counter-screen for GLP-1 receptor inverse agonists; HEK293 cAMP-luciferase reporter cells, luminescence, 24 h; Potency, µM (doses to about 38.3 µM), without a hit: top-dose activity change, negative = inhibition, actives largely listed as inhibitors; actives 0.13% (n = 410,000); AID 624418;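 further: loss of luciferase light is scored as toxicity; potency means the concentration at half of the fitted maximal effect; on the % scale 0 is the no-effect control and ±100 the full control effect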
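Quantitative HTS format, 1536 wells, 200 cells/uL seeded. Compounds: 23 nL, 24 h, 37 °C. Detection: luciferase reagent, luminescence at 12 min RT; decreased signal taken as cytotoxic.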
WRN helicase inh – blocks human WRN helicase | Q14191 | Potency, µM (series often up to 114 µM), for the others: top-dose activity change, negative = inhibition, actives largely listed as inhibitors | actives 0.46% (n = 360,000) | AID 651768 | WRN helicase unwinding, fluorescent forked duplex, kinetic; further: potency means the concentration at half of the fitted maximal effect; on the % scale 0 is the no-effect control and ±100 the full control effect; nearly all actives have a fitted effect of over 55% in size
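Kinetic fluorescence helicase assay: unwinding of a quenched forked DNA duplex (100 nM final) with 2 mM ATP final raises red fluorescence (525/598 nm). Compounds sat 15 min at room temperature with 20 nM WRN beforehand.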
GLP-1R inv ag – inverse agonists of human GLP-1 receptor; HEK293 GLP-1R CRE-luciferase, luminescence, 24 h; GLP-1R form is constitutively active; P43220; Potency, µM (series often up to 38.3 µM), inactives show top-dose activity change, negative = inhibition, most hits filed as inhibitors; actives 1.6% (n = 410,000); AID 624417; further: potency means the concentration at half of the fitted maximal effect; on the % scale 0 is the no-effect control and ±100 the full control effect; nearly all actives have a fitted effect of over 55% in size
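Stable HEK293 clone (constitutively active GLP-1R + cAMP-response luciferase); 200 cells/uL plated, 12 h pre-culture, compound 24 hr, 37 deg C/5% CO2; detection reagent 12 min RT; luminescence.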
* marks the source's active call; other numbers are inactive results; ? = inconclusive; . = no result given; [ ] = remark or other dose. Unless noted, the call rests on the fitted dose curve; in most records, active means well fitted curve in the direction sought with a large enough effect; inconclusive means small, poorly fitted or top-dose-only effect, or another doubt; inactive means no such curve, though single readings can be large; an effect the other way counts as inactive or inconclusive.

1	CCn1cc(C(=O)NCC2CCCO2)c(=O)c2cc(S(=O)(=O)N3CCCCC3)ccc21 (stereo not drawn)
2	O=C(NS(=O)(=O)c1ccc2c(c1)OCCO2)c1ccccc1
3	CN(CC(=O)Nc1ccc(F)cc1)C(=O)CN1C(=O)c2ccccc2C1=O
4	Fc1ccc(OCCCn2ccnc2)cc1
5	O=C(CSc1nnc(CNC(=O)c2c(F)cccc2Cl)o1)NCCc1ccccc1
6	COc1ccc(N2CC(C(=O)OCC(=O)Nc3ccccc3C)CC2=O)cc1 (stereo not drawn)
7	COCC(O)CNc1ccccc1 (stereo not drawn)
8	Cc1ccc(S(=O)(=O)N(C)C)cc1NC(=O)CSc1ncc(C(F)(F)F)cc1Cl
9	CC1CC(C)(C)NC(=S)N1CCCC(=O)NCc1ccccc1 (stereo not drawn)
10	COc1ccc([C@@H]2CC(=O)c3c(O)cc(O[C@@H]4OC(CO[C@@H]5OC(C)[C@H](O)[C@@H](O)[C@H]5O)[C@@H](O)[C@H](O)[C@H]4O)cc3O2)cc1O (stereo partly drawn)

entry no.,1,2,3,4,5,6,7,8,9,10
D3 ag,-4,2,0,-12,0,-1,-6,-7,-19,-6
GLP-1R inv ag,31%,6%,17%,6%,-24%,8%,16%,?,-4%,8%
IL-2 act,-3.6,-2.8,0.7,-0.5,-1.8,-0.3,-0.1,-2.2,-2.2,-0.7
GLP1R cytotox,-5%,-6%,8%,0%,-11%,-1%,12%,4%,-6%,-3%
DRD3 antagonist,-23,-85*,19,11,-3,10,-25,-12,-23,4
GLP1R ag,0%,2%,-5%,-2%,1%,1%,0%,18%,0%,-5%
PLK1 PBD block,-7%,?,-2%,4%,-10%,-8%,24µM*,-4%,0%,-14%
PI5P4Ka inh,-4,-7,-6,1,4,-9,-5,-8,2,0
WRN helicase inh,5%,1%,-9%,9%,12%,9%,-38%,-1%,-1%,-2%

11	CCOCCCN(C(=O)c1snc(C(N)=O)c1N)C(C(=O)NC1CCCC1)c1ccc(OC)cc1 (stereo not drawn)
12	COc1ccc(NC(=O)C2CCCO2)cc1Cl (stereo not drawn)
13	O=C(c1ccccc1)N1CCN(c2ncnc3sc4c(c23)CCC4)CC1
14	Cc1ccn2cc(-c3cccc(S(=O)(=O)N4CC(C)OC(C)C4)c3)nc2c1 (stereo not drawn)
15	O=C(CSc1nc2[nH]ncc2c(=O)n1-c1ccccc1)NCc1cccs1
16	Cc1ccc(NC2=NC3(CCCCC3)N=C(N)N2)c(C)c1
17	Cc1nn(-c2ccccc2)c2sc(C(=O)N(CC(=O)NC(C)(C)C)Cc3ccco3)cc12
18	COc1cccc(C(=O)C[n+]2ccccc2/C=N/O)c1
19	COc1ccc(NC(=O)CCCC(=O)OCC(=O)c2cccc(OC)c2)cc1
20	C#CCN(C[C@H]1[C@H](OC(=O)NCC2CCCCC2)[C@H](OC(=O)NCC2CCCCC2)C[C@H]2C(=O)N(c3ccccc3)C(=O)[C@@H]12)S(=O)(=O)c1ccc(C)cc1

entry no.,11,12,13,14,15,16,17,18,19,20
D3 ag,-4,1,6,-12,-7,-29,5,-11,5,-7
GLP-1R inv ag,2%,3%,0%,12%,22%,0%,?,17%,9%,17%
IL-2 act,0.5,-0.5,-4.1,-0.2,0.4,-1.0,0.1,-2.3,0.7,-2.9
GLP1R cytotox,-1%,-21%,-19%,8%,1%,3%,-1%,2%,1%,5%
DRD3 antagonist,8,-10,5,-12,-29,-22,20,-30,2,-28
GLP1R ag,6%,-1%,5%,-2%,3%,0%,6%,2%,-2%,-1%
PLK1 PBD block,-2%,-3%,-5%,-6%,3%,-5%,-4%,-6%,-12%,-13%
PI5P4Ka inh,1,.,-9,6,0,.,6,3,-2,-3
WRN helicase inh,5%,4%,-3%,-10%,-3%,1%,-5%,-2%,-6%,2%

Reprinted at random: 4 records from the list
19	COc1ccc(NC(=O)CCCC(=O)OCC(=O)c2cccc(OC)c2)cc1
11	CCOCCCN(C(=O)c1snc(C(N)=O)c1N)C(C(=O)NC1CCCC1)c1ccc(OC)cc1 (stereo not drawn)
15	O=C(CSc1nc2[nH]ncc2c(=O)n1-c1ccccc1)NCc1cccs1
17	Cc1nn(-c2ccccc2)c2sc(C(=O)N(CC(=O)NC(C)(C)C)Cc3ccco3)cc12

entry no.,19,11,15,17
D3 ag,5,-4,-7,5
GLP-1R inv ag,9%,2%,22%,?
IL-2 act,0.7,0.5,0.4,0.1
GLP1R cytotox,1%,-1%,1%,-1%
DRD3 antagonist,2,8,-29,20
GLP1R ag,-2%,6%,3%,6%
PLK1 PBD block,-12%,-2%,3%,-4%
PI5P4Ka inh,-2,1,0,6
WRN helicase inh,-6%,5%,-3%,-5%

New compounds follow.
21	Cc1cccc2cncc(OCc3nnc(SC(F)F)n3C)c12
22	CCCC(=O)Nc1nn(C)c2nc3ccc(C)cc3cc12
23	CCSc1ccc2nnc(-c3cccc(F)c3)n2n1
24	COC(=O)c1sc(NC(=O)c2ccc3c(c2)OCO3)c(C#N)c1C
25	CC(C)(C)C(C(=O)Oc1ccccc1)c1ccccc1 (stereo not drawn)
26	CCCc1c(NC(=O)Nc2ccc(F)cc2)cnn1-c1ccccc1
27	O=C1CSC(c2ccccc2)N1Cc1ccccn1 (stereo not drawn)
28	O=C1c2ccccc2C(O)N1Cc1ccco1 (stereo not drawn)
29	C=CCN(CC=C)S(=O)(=O)c1ccc(NC(=O)COc2ccccc2OC)cc1
30	O=C(N/N=C/C(Br)=C\c1ccccc1)c1ccc2nc[nH]c2c1

entry no.,21,22,23,24,25,26,27,28,29,30
D3 ag,-12,2,7,4,0,-17,5,4,3,1
GLP-1R inv ag,3%,69%[activator],24%,5%,-27%,?,9%,4%,?,139%[activator]
IL-2 act,0.8,-3.9,9.2,-1.7,-0.7,-0.2,-0.2,-0.4,0.6,-0.4
GLP1R cytotox,-10%,45%[activator],-13%,-1%,5%,-5%,3%,6%,11%,?
DRD3 antagonist,-16,1,13,7,0,0,0,2,25,-3
GLP1R ag,12%,2%,14%,4%,-2%,-5%,3%,-2%,9%,-4%
PLK1 PBD block,-16%,2%,?,-8%,-4%,-2%,-2%,5%,-20%,-10%
PI5P4Ka inh,0,6,.,-3,-3,-1,-5,0,4,-22
WRN helicase inh,3%,-3%[57.1 µM],-8%,-17%,6%,0%,-3%,3%,-12%,-27%

31	NC(=O)Cn1c(=O)n(-c2ccccc2)c(=O)c2oc3ccccc3c21
32	Cc1cc(C)c(NC(=O)NC(=O)C(Cl)(Cl)Cl)c(C)c1
33	Cn1ccnc1SCCC#N
34	COc1cc(C(=O)Nc2ccc(C(C)=O)cc2)c(Br)c(OC)c1OC
35	CCOC(=O)C1=C(CC)Nc2ccccc2N=C1NC(=O)c1oc2ccccc2c1C
36	CCC(C)NC(=O)c1ccccc1NC(=O)CN(c1ccc(OC)cc1)S(C)(=O)=O (stereo not drawn)
37	CC(=O)Nc1ccc(NCC(O)COc2ccccc2)cc1 (stereo not drawn)
38	O=C1CSC(c2ccccc2F)N1 (stereo not drawn)
39	CCN1CCN(C(=O)c2ccc3c(c2)c(C)c(C)n3Cc2ccccc2)CC1
40	O=C(CN1CCN(S(=O)(=O)N2CCOCC2)CC1)Nc1ccc(Cl)c(Cl)c1

entry no.,31,32,33,34,35,36,37,38,39,40
D3 ag,17,15,3,-8,0,-7,2,9,-13,-21
GLP-1R inv ag,3%,17%,7%,24%,?,8%,4%,9%,-12%[7.66 µM],-8%
IL-2 act,-0.5,-2.8,0.7,0.0,-4.8,-0.3,0.6,-0.5,-0.5,-1.5
GLP1R cytotox,-8%,-1%,6%,4%,-7%,7%,16%,-2%,0%[7.66 µM],2%
DRD3 antagonist,18,1,-18,-2,15,-22,-10,-2,?,10
GLP1R ag,-1%,1%,6%,0%,7%,28%,-22%,0%,-1%,9%
PLK1 PBD block,0%,-4%,-4%,-16%,-5%,5%,1%,-16%,-2%,-6%
PI5P4Ka inh,-1,1,-4,-6,0,.,0,-8,2,-6
WRN helicase inh,-14%,8%,8%,-22%,-5%,-11%,-14%[57.1 µM],3%,-10%,3%

41	O=C(CSc1nncc(=O)[nH]1)Nc1cccc([N+](=O)[O-])c1
42	O=C(Cn1ncn2c(cc3ccccc32)c1=O)NCc1ccco1
43	CCCCCC/C(=N/O)c1ccccn1
44	CCN(CC)C(=O)CSc1nnc(-c2ccccn2)n1-c1ccc(C)c(C)c1
45	CCC(C)n1nccc1NC(=O)C(C)Cl (stereo not drawn)
46	COc1ccc(C(=O)NC(=S)Nc2ccc(N3CCOCC3)c(Cl)c2)cc1[N+](=O)[O-]

entry no.,41,42,43,44,45,46
D3 ag,3,-5,2,2,5,-11
GLP-1R inv ag,-15%,2%,?,-29%,9%,?
IL-2 act,-3.0,0.5,-2.1,0.6,1.2,-1.4
GLP1R cytotox,-7%,-5%,?,-7%,4%,?
DRD3 antagonist,-2,-25,7,-8,20,?
GLP1R ag,-4%,3%,1%,16%,0%,2%
PLK1 PBD block,21µM*,-11%,-1%,1%,1%,1%
PI5P4Ka inh,-26,.,7,-2,4,-5
WRN helicase inh,2%,-36%[57.1 µM],3%,4%,4%,1%

High-throughput results deposited in PubChem BioAssay by National Center for Advancing Translational Sciences (NCATS).
